JMJD2E inh = qHTS Assay for Inhibitors of Human Jumonji Domain Containing 2E (JMJD2E). Lysine-specific demethylase 4E (Homo sapiens), B2RXH2. JMJD2E catalytic domain, FDH-coupled NADH fluorescence (FDH is formaldehyde dehydrogenase). Potency, µM (highest dose often 57.1 µM), for inactives: at the top dose activity change, negative = inhibition, actives largely listed as inhibitors. 230,000 compounds, 1.6% hits. AID 2147, 2009; active = well fitted inhibition curve with a large enough effect, not every such curve was filed as active; inconclusive = small, poorly fitted or top-dose-only effect, or another doubt; inactive = no such curve, though single readings can be large or run the other way;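 also: 0% = wells with enzyme and -100% = buffer wells without enzyme; nearly all actives have a fitted effect of over 50% in size; many of its hits are not listed in these tables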
Target sequence (B2RXH2 1-337 limits assumed): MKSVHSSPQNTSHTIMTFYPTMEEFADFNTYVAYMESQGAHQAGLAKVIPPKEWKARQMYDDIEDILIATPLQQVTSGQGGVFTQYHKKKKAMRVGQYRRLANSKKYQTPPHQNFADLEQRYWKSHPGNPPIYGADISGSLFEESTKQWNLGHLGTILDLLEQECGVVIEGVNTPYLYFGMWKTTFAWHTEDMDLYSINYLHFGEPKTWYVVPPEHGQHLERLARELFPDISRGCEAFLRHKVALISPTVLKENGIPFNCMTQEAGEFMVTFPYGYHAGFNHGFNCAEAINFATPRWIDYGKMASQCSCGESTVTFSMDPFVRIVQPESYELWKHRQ
HTT cytoprotect = qHTS Multiplex Assay to Identify Dual Action Probes in a Cell Model of Huntington: Cytoprotection (ATP). PC12 HTT-Q103 induced, cytoprotection, ATP luminescence, 40 h. Potency, µM (series often up to 56.4 µM), for inactives: cytoprotection (ATP increase), most hits filed as activators. 230,000 compounds, 0.14% hits. AID 1471, 2008;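 also: % of control where 0% means no effect; nearly all actives have a fitted effect of over 45% in size; toxic huntingtin expression switched on by the ecdysone agonist tebufenozide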
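Rat PC12, Q103 Htt exon1-GFP fusion, ecdysone promoter; tebufenozide inducer 100 nM final; compound titration; qHTS, 1500 cells/well; ATPlite luminescent read.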
Tau fluor cs = Counterscreen qHTS for Inhibitors of Tau Fibril Formation, Fluorescence Polarization; 280,000 compounds, 0.93% hits; tau K18 P301L Alexa594 fluorescence, heparin fibrillization; Potency, µM (top dose mostly 57.7 µM), for inactives: top-dose activity change, negative = decrease; AID 1463, 2008; also: % is scaled to controls: 0 for no effect and ±100 for the full control effect; nearly all actives have a fitted effect of over 55% in size
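Human K18 P301L tau (15 uM unlabeled plus 0.24 uM Alexa 594-labeled, final) in 100 mM sodium acetate pH 7 was mixed with compound and 20 uM heparin and incubated 6 hr at 37 C.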
HTT aggregate = qHTS Multiplex Assay to Identify Dual Action Probes in a Cell Model of Huntington: Aggregate Formation (GFP); PC12 HttQ103-GFP aggregates, Acumen cytometry, 40 h; Potency, µM (titrated, usually from 46.1 µM), for the others: at the highest dose activity change, negative = inhibition, actives largely listed as inhibitors; 220,000 compounds, 1.1% hits; AID 1688, 2009; also: % is scaled to controls: 0 for no effect and ±100 for the full control effect; nearly all actives have a fitted effect of over 60% in size
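Huntingtin Q103 exon 1–GFP aggregates in induced PC12 cells (100 nM tebufenozide) were quantified by cytometry from lysates, with compounds dosed in titration.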
Tau fibril FP = qHTS for Inhibitors of Tau Fibril Formation, Fluorescence Polarization; Microtubule-associated protein tau (Homo sapiens), P10636; Potency, µM (series often up to 57.7 µM), for the others: at the highest dose activity, negative = inhibition, hits mostly inhibitors; K18 P301L tau heparin fibrillization, Alexa594 FP, 6 h; 280,000 compounds, 0.39% hits; also: % is scaled to controls: 0 for no effect and ±100 for the full control effect; nearly all actives have a fitted effect of over 55% in size
Target sequence (P10636 561-689 P618L limits assumed): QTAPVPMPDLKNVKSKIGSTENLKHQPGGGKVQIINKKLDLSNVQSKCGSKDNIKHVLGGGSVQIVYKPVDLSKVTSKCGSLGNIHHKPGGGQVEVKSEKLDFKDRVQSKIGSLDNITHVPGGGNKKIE
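Human K18 P301L fragment (15 uM unlabeled plus 0.24 uM Alexa 594-labeled) in 100 mM sodium acetate pH 7 with compound, aggregation induced by 20 uM heparin for 6 hr at 37 C. ThT (30 uM) added for 1 hr, then Alexa 594 FP read.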
SMN2 splice enh = qHTS Assay for Enhancers of SMN2 Splice Variant Expression | 210,000 compounds, 2.8% hits | Potency, µM (series often up to 46.1 µM), without a hit: top-dose activity change, positive = activation, hits mostly activators | HEK293 SMN2-luciferase splicing reporter, luminescence, 30-36 h; also: % of control where 0% means no effect; nearly all actives have a fitted effect of over 55% in size
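HEK293 cells carry an SMN2 […]–luciferase reporter in which exon 7 inclusion puts luciferase in frame. Cells were plated 10-12 h before compound addition, then incubated 30-36 h at 37C. ONE-Glo luminescence was read; sodium butyrate at 4.5 mM final served as control.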
Tau fibril ThT = qHTS for Inhibitors of Tau Fibril Formation, Thioflavin T Binding; Potency, µM (titrated, usually from 57.4 µM), for inactives: at the highest dose activity, negative = inhibition, most hits filed as inhibitors; 270,000 compounds, 2.1% hits; Microtubule-associated protein tau (Homo sapiens), P10636; recombinant tau K18 P301L (four-repeat tau fragment), heparin-induced fibrillization, ThT fluorescence; also: % is scaled to controls: 0 for no effect and ±100 for the full control effect; nearly all actives have a fitted effect of over 55% in size
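Heparin-induced fibrillization of the P301L-mutant K18 repeat-domain fragment of human tau was followed by ThT binding in quantitative high-throughput format.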
ALDH1A1 inh = qHTS Assay for Inhibitors of Aldehyde Dehydrogenase 1 (ALDH1A1) | Purified ALDH1A1, NADH fluorescence, propionaldehyde substrate | Potency, µM (titrated, usually from 75.3 µM), inactives show top-dose activity, negative = inhibition, usual class: inhibitors | 220,000 compounds, 7.3% hits; active = well fitted inhibition curve with a large enough effect, not every such curve was filed as active; inconclusive = small, poorly fitted or top-dose-only effect, or another doubt; inactive = no such curve, though single readings can be large or run the other way;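 also: plate controls were no enzyme wells and a reference inhibitor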
Target sequence (P00352 whole entry, looked up): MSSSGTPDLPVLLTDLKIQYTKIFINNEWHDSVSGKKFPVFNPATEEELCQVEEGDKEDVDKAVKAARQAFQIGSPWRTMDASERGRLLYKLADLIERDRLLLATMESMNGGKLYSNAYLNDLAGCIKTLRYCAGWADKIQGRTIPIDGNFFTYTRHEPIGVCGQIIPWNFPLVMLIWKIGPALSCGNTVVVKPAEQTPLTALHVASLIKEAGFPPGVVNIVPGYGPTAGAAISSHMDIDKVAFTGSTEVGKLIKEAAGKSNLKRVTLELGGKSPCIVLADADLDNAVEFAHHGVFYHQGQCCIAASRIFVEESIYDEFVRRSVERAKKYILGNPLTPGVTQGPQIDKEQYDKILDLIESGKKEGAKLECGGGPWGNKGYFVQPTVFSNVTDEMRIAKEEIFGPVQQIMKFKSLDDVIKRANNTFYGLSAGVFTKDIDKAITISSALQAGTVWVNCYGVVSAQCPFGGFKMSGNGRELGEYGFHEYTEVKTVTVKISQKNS
Starred values were filed as active, the others as inactive; ? = inconclusive; / = not tested or not shown; & = joins results of further samples; [ ] = another dose, or the depositor's remark. Unless noted, calls follow the shape of the dose curve; as a rule, active = well fitted curve in the direction sought with a large enough effect; inconclusive = small, poorly fitted or top-dose-only effect, or another doubt; inactive = no such curve, though single readings can be large; an effect the other way counts as inactive or inconclusive. Potency is read from the fitted curve at half-maximal effect. The list is partial. The share of hits here may be higher or lower than overall.

SMILES	JMJD2E inh	HTT cytoprotect	Tau fluor cs	HTT aggregate	Tau fibril FP	SMN2 splice enh	Tau fibril ThT	ALDH1A1 inh
CC1(C)CCCN(C(=O)c2ccc3c(c2NCCO)C(=O)c2ccccc2C3=O)C1	6%	/	?	?	18%	-8%	14µM*	?
COc1ccc(NC(=O)C2CCCN(S(=O)(=O)c3ccc4c(c3)oc(=O)n4C)C2)c(OC)c1 (stereo unspecified)	2%	-8%	-17%&-9%	-11%	-2%&5%	-40%&-16%[inhibitor]	-9%&-5%	1%
CN(C)CCCNC(=O)c1ccc(-c2nc(-c3ccc(Cl)cc3)cs2)cc1	?	-111%[inhibitor]	?	?	?	-95%[inhibitor]	6%	?
O=C(c1nc2ccccn2c1CNCCCn1nnc2ccccc21)N1CCOCC1	-5%	?	-10%	?	-15%	/	-6%	-4%
CC(NC(=O)c1cccs1)C(c1cccs1)N1CCOCC1 (stereo unspecified)	-7%	8%[10 µM]	-1%	-10%	2%	6%	0%	0%
O=C(NC1CCCCC1)c1ccc(Cl)c(NC(=O)c2ccccc2F)c1	-3%	6%[0.074 µM]	4%	-15%	-9%	5%	0%	10%
COc1ccc(CC(=O)NC2CCN(CC(=O)N3CCCc4ccccc43)CC2)cc1OC	7%	10%	1%	-16%	4%	12%	-5%	?
N#C/C(=C/c1cn(Cc2ccccc2Cl)c2ccccc12)C(=O)Nc1cccc(Cl)c1	/	/	-13%	/	?	-17%	5%	/
Cc1ccc(OCC(=O)c2cc(C)n(CC(F)(F)F)c2C)c([N+](=O)[O-])n1	-6%	21%	-4%	?	-8%	0%	-10%	20µM*
CCOC(=O)CSc1nc2ccccc2c(=O)n1CC1CCCC1	0%	7%[10 µM]	-9%	-7%	6%	-3%	-16%	?
CCOC(=O)C1(CCc2ccccc2)CCN(C(=O)C2=C(C)OCCO2)CC1	-6%	-25%	-8%	-8%	?	/	-1%	?
Cc1cccc(NC(=O)c2cc3c(=O)n4cccc(C)c4nc3s2)c1C	/	/	3%	/	0%	-7%	2%	/
Cc1ccc(CSCC(=O)NN=C2CCN(C)CC2)cc1	9%	/	-2%	-27%	2%	?	-8%	?
CN(C(=O)COC(=O)CNC(=O)c1ccc(Cl)cc1Cl)c1ccccc1	1%	-12%	-1%	21%	-3%	5%	3%	10%
O=C(Nc1ccccc1)c1ccc(-c2ccc(F)cc2)s1	?	-90%[inhibitor]	16%	-5%[9.22 µM]	-3%	?	?	-7%
Cc1cc(C)n(-c2nc3ccccc3c(=O)n2OCc2ccc(Cl)cc2)n1	3%	-3%	-12%	-25%	-1%	-12%	-6%	-10%
CCOC(=O)c1c(NC(=O)CSc2nc3ccccc3c(=O)n2-c2ccccc2)sc(C(C)=O)c1C	1%	17%[10 µM]	-7%	?	7%	4%	-16%	-3%
CC(=O)Nc1coc2ccc(Br)cc12	8%	-22%	-3%	?	6%	-16%	-7%	18%
O=C(c1ccc(Cl)cc1)N1CCCC(c2ccccc2)=N1	6%	-10%	-10%	0%	7%	0%	-13%	1%
COC(=O)c1ccc(Cn2cc(C(F)(F)F)ccc2=O)cc1	5%	18%	4%	15%	-5%	3%	-1%	2%
COc1ccccc1OCCn1c(NC(=O)c2ccc(Cl)cc2)nc2ccccc21	/	/	-15%	/	-7%	-5%	-12%	/
CCOC(=O)c1cnc2nc(SC)nn2c1N	?	-35%	0%	-5%	?	10%	-2%	3%
CCCOc1ccc(NC(=O)C(=O)NCCCn2ccnc2)cc1	4%	26%[10 µM]	3%	-9%	10%	-16%	-5%	8%
Cc1ccc(NC(=O)Cn2c(O)c(N=NC(N)=O)c3ccccc32)cc1	-1%	5%[10 µM]	?	-7%[9.22 µM]	8%	/	/	/
CC(=O)c1cccc(N(C(=O)CS(=O)CC(=O)Nc2ccc(F)cc2)C(C(=O)NC2CCCCC2)c2ccc(C)o2)c1 (stereo unspecified)	7%	26%[1.9 µM]	-16%	4%	4%	6%	-5%	-13%
Carrying on.
SMILES	JMJD2E inh	HTT cytoprotect	Tau fluor cs	HTT aggregate	Tau fibril FP	SMN2 splice enh	Tau fibril ThT	ALDH1A1 inh
O=C(CSC1=NCCN1)C1COc2ccccc2O1 (stereo unspecified)	-7%	-15%	-5%	21%	-9%	5%	?	1%
COC(=O)N1CC=CC1(C)C(=O)NCc1cc(F)cc(C(F)(F)F)c1 (stereo unspecified)	-1%&-4%	2%	-7%&-2%	?	-14%&4%	5%&-1%	-2%&8%	3%&0%
O=C(Nc1cccc2ccccc12)c1ccc([N+](=O)[O-])s1	-4%	18%[10 µM]	?	-28%	11%	-58%[inhibitor]	?	-4%
O=C(COC(=O)CCC(=O)c1ccc(F)cc1)Nc1ccc(N2CCOCC2)cc1	-5%	-24%[10 µM]	-13%	0%	2%	-20%	?	-10%
COc1ccc(CCNC(=O)Cn2cnc3ccccc3c2=O)cc1OC	-2%	-3%[1.9 µM]	1%	-4%	9%	-2%	3%	10%
Cc1c(-n2c(-c3ccccc3Cl)n[nH]c2=S)c(=O)n(-c2ccccc2)n1C	-5%	-26%	-18%	-1%	1%	12%	-17%	7%
COc1ccc(C(=O)OCC(=O)Nc2ccc(F)cc2F)cc1OC	2%	3%	-10%	-10%	-5%	17%	-12%	-5%
COc1ccc(OC)c(Nc2ncnc3ccccc23)c1	-3%	-24%	-8%	3%	2%	-5%	-7%	-3%
COc1ccc(C(=O)NCC(=O)OCC(=O)c2ccc3c(c2)OCCO3)cc1	4%	-8%	-6%	2%[1.84 µM]	-6%	-8%	-6%	7.9µM*
CN(C)c1ccc(CNCCC2CCOC(C)(C)C2)cc1 (stereo unspecified)	-19%	-3%	0%	2%[9.22 µM]	4%	-21%	-1%	?
O=C(N/C(=C\c1ccc(Cl)cc1)C(=O)N1CCOCC1)c1ccc([N+](=O)[O-])cc1	1%	-33%	3%	-12%	0%	/	5%	?
O=C(CSC1=NCCS1)N1CCN(c2ccccc2)CC1	-3%	-1%[10 µM]	2%	-22%	3%	-26%	5%	4%
O=C(NC1CCN(Cc2ccccc2)CC1)c1cncc(Br)c1	-2%	-35%[inhibitor]	-8%	-15%	-7%	-22%	0%	8%
COCCn1c(SCC(=O)Nc2ccc3c(c2)OCCO3)nnc1-c1c[nH]c2ccccc12	10%	-15%[0.074 µM]	-11%	8%	6%	2%	-13%	?
CCNC(=O)Cn1c(=O)c(=O)n(Cc2ccccc2)c2ccc(Cl)cc21	3%	-12%[10 µM]	-11%	-3%	-7%	10%	-6%	?
Oc1ccccc1Nc1nc(NCc2ccco2)c2ccccc2n1	-12%	6%[10 µM]	18µM*[quencher]	-6%[9.22 µM]	-10%	/	?	/
Cc1nc(Nc2ccccc2)sc1C	-7%	/	-14%	13%	6%	24%	-15%	16µM*
COc1ccc(N2CCN(C(=O)CN(c3ccc(Br)cc3)S(C)(=O)=O)CC2)cc1	-2%	15%[10 µM]	-19%	-11%	9%	-31%[inhibitor]	-8%	1%
CCOc1cc(C(=O)OC(C)C(=O)Nc2ncc(Cl)cc2Cl)ccc1OCC(=O)N1CCOCC1 (stereo unspecified)	-6%	2%[10 µM]	14%	-4%	0%	-15%	9%	1%
C/C(=N/NC(=O)Cc1cccc2ccccc12)c1cccs1	7%	-30%	?	?	-1%	-19%	?	-8%
c1ccc(-c2ccccc2OCCN2CCOCC2)cc1	?	-3%[0.074 µM]	7%	-4%	0%	9%	2%	-11%
Cc1cc(SCC(=O)NCCN2C(=O)CSC2=O)nc2ccccc12	1%	28%[10 µM]	3%	11%	9%	15%	5%	?
Cc1ccc2c(c1)[nH]c1c(=O)n(CCC3=CCCCC3)cnc12	1%	-1%	2%	12%	3%	0%	-9%	-3%
COc1ccc(CCNC(=O)CN(c2cc([N+](=O)[O-])ccc2OC)S(C)(=O)=O)cc1	-5%	13%[10 µM]	-16%	-5%[9.22 µM]	-12%	/	-13%	10%
Cc1nc(CN2CCN(C(=O)c3ccc(C(C)(C)C)cc3)CC2)cs1	-11%	-7%	-11%	2%	5%	-40%[inhibitor]	-22%	?

An excerpt of these results, with values under each structure.
Sequence of screens: JMJD2E inh, HTT cytoprotect, Tau fluor cs, HTT aggregate, Tau fibril FP, SMN2 splice enh, Tau fibril ThT, ALDH1A1 inh
C/C(=N/NC(=O)Cc1cccc2ccccc12)c1cccs1
    7%, -30%, ?, ?, -1%, -19%, ?, -8%
c1ccc(-c2ccccc2OCCN2CCOCC2)cc1
    ?, -3%[0.074 µM], 7%, -4%, 0%, 9%, 2%, -11%

The listing continues.
SMILES	JMJD2E inh	HTT cytoprotect	Tau fluor cs	HTT aggregate	Tau fibril FP	SMN2 splice enh	Tau fibril ThT	ALDH1A1 inh
Clc1ccc(-c2nc3ccccn3c2CN2CCSCC2)cc1	?	-34%[inhibitor]	-8%	-16%	6%	-5%	-12%	-16%
CN1C(=O)C(CC(N)=O)N(NC(=O)c2ccc(Cl)cc2)C1=S (stereo unspecified)	1%	-14%	-3%	-11%	0%	-6%	1%	-1%
CCc1cccc(C)c1NC(=O)CO/N=C(\N)CC(=O)NC1CCCCC1	7%	-7%[10 µM]	7%	2%	5%	-2%	-1%	-2%
COc1cc(/C=C/C(=O)OCC(=O)Nc2cc(S(=O)(=O)N3CCCCC3)ccc2C)ccc1O	?	21%[10 µM]	?	16%	10%	-1%	-5%	?
COc1cc(NC(=O)c2ccc(Cl)cc2Cl)ccc1-c1cc2ccccc2oc1=O	?	-34%	-4%	19%	4%	7%	-4%	-4%
C=CCNc1nc(-c2ccc(OC)cc2OC)cs1	-9%	-20%	-26%	-9%	9%	?	?	?
CCOC(=O)c1cc2c(=O)n3ccccc3nc2n(CCOC)c1=NC(=O)C(C)(C)C	?	-3%	-7%	9%	0%	?	-14%	?

Source: PubChem BioAssay (National Center for Advancing Translational Sciences (NCATS))
